Texas Red fluor – compound fluoresces in the Texas Red spectral region; Compound fluorescence, Texas Red channel, 547/618 nm; hits give high values; max dye-equivalent concentration, M; 59,000 tested, 0.06% active; in the data active means max dye-equivalent concentration above about 10 nM; inconclusive means between about 1.1 nM and that limit
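Texas Red-region profiling: compounds in 100 mM Tris pH 8.0 were read at 547/618 nm after 15 min at room temperature. Intensities were normalized against a six-point Texas Red standard series to give dye-equivalent concentration.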
Hsp90 Hop PPI – changes Hsp90-Hop TPR2A binding signal, up or down | Potency, µM (doses to about 57 µM), for the others: top-dose activity change, negative = inhibition | 71,000 tested, 0.44% active | AlphaScreen TPR2A-His6 binding biotin-Hsp90 C-terminal peptide; active means well fitted curve in either direction with a large enough effect; inconclusive means small, poorly fitted or top-dose-only effect, or another doubt; further: potency means the concentration at half of the fitted maximal effect; on the % scale 0 is the no-effect control and ±100 the full control effect; many of its hits are not listed in these tables
Epigenetic mod – epigenetic modulators derepressing GFP locus in mouse cells | mouse C127i GFP locus derepression, cytometry, 30 h | Potency, µM (top dose mostly 46.1 µM), without a hit: at the top dose GFP derepression (activation) | 68,000 tested, 0.09% active | AID 597; further: % of control where 0% means no effect
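Read-out is the number of GFP-positive cells, scored as fluorescent objects 20 to 120 um wide, reflecting derepression of a silenced CMV-GFP reporter in murine C127i cells after 30 h compound exposure at 37 C.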
Fluorescein fluor – compound fluoresces in the fluorescein spectral region; Compound autofluorescence, 480/540 nm, fluorescein-equivalent; hits give high values; max fluorescein-equivalent concentration, M; 59,000 tested, 0.91% active; AID 593; in the data active means max fluorescein-equivalent concentration above about 10 nM; inconclusive means between about 1.1 nM and that limit
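Library compounds, added at multiple concentrations to pH 8.0 Tris buffer (100 mM), incubate 15 min at room temperature before CCD imaging at 480 nm excitation and 540 nm emission.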
HBB splice mod – hemoglobin beta splicing modulation; HBB splicing reporter cell assay, activation; EGFP reporter with mutant IVS2-654 intron; response scale: normalised to 500 nM splice-correcting PNA; Potency, µM (titrated, usually from 46.1 µM), for the others: at the top dose activation, most hits filed as activators; 65,000 tested, 0.06% active; further: potency means the concentration at half of the fitted maximal effect; 0% is about no effect
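HeLa cells stably expressing EGFP interrupted by mutant beta-globin intron 2 (IVS2-654), 500/well in 2% FCS. Treated with compound for 2 days at 37C. Splicing correction scored as total well GFP intensity (488 nm excitation, 500-520 nm emission); 500 nM antisense PNA served as control.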
A350 fluor – A350 region autofluorescence. Compound autofluorescence, 340/450 nm, Alexa 350 dye-equivalents; hits give high values. max dye-equivalent concentration, M. 59,000 tested, 11% active. AID 590; in the data active means max dye-equivalent concentration above about 10 nM; inconclusive means mostly about 1.1 nM to 9.6 nM
FLuc inh – blocks Photinus pyralis firefly luciferase activity; P08659; purified firefly luciferase, luminescence, 8 min; Potency, µM (titrated, usually from 57.1 µM), for the others: top-dose activity change, negative = inhibition, most hits filed as inhibitors; 72,000 tested, 2.2% active; AID 411; further: potency means the concentration at half of the fitted maximal effect; on the % scale 0 is the no-effect control and ±100 the full control effect; nearly all actives have a fitted effect of over 40% in size
Target sequence (P08659 whole entry, looked up): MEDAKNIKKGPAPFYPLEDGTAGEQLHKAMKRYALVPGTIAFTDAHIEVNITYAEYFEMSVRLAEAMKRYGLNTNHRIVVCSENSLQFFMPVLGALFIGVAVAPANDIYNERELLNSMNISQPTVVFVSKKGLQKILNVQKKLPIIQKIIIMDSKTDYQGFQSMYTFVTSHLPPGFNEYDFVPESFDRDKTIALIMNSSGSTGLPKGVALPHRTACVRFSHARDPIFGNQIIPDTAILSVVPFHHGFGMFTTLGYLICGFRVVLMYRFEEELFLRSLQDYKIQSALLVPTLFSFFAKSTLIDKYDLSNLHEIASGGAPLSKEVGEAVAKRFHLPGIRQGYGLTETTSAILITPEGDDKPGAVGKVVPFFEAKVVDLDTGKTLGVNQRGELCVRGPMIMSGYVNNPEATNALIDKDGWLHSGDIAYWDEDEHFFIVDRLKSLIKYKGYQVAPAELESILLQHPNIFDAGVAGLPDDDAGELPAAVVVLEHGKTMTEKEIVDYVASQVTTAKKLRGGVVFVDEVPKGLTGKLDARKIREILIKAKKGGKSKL
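Here, luciferase activity is measured as luminescence following an 8 min room-temperature reaction at 10 uM ATP, pH 7.2. Every library sample is titrated.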
UbGFP stabilizer – inhibits proteasome, raising ubiquitin-GFP reporter fluorescence; Potency, µM (highest dose often 45.9 µM), for the others: at the top dose activation (GFP accumulation), hits mostly activators; 67,000 tested, under 10 active; Ubiquitin-GFP reporter cells, proteasome inhibition, GFP fluorescence; response scale: untreated = 0%, 10 µM MG-132 = 100%; active means well fitted activation curve with a large enough effect, not every such curve was filed as active; inconclusive means small, poorly fitted or top-dose-only effect, or another doubt; inactive means no such curve, though single readings can be large or run the other way; further: potency means the concentration at half of the fitted maximal effect
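Proteasome blockade was scored as a rise in GFP-expressing U2OS cells carrying a ubiquitin(G76V)-GFP construct, imaged after 4 hr compound treatment at 37 °C across a 46 uM–2.9 nM series.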
CRE Fsk mod – modulators of forskolin-stimulated CRE signaling in CHO cells; Potency, µM (doses to about 38.2 µM), inactives show at the top dose activity change, negative = inhibition, hits mostly activators; 71,000 tested, 2.5% active; CHO CRE-bla reporter (cAMP response element driving beta-lactamase), forskolin EC10, beta-lactamase ratio; active means well fitted activation curve with a large enough effect in the signal ratio, with a control signal flat, not every such curve was filed as active; inconclusive means small, poorly fitted or top-dose-only effect, or effect the other way, or a change in a side signal; the % refers to the signal ratio; further: potency means the concentration at half of the fitted maximal effect; % of control where 0% means no effect
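Cells were plated overnight at 37 °C, exposed to compound titrations plus EC10 NKH 477 for 3 h, then given CCF4 dye for 2 h at room temperature. Blue/green (460/530 nm) ratio was converted to %Activity and AC50 values calculated.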
4-MU autofl – compound fluoresces in the 4-MU spectral region | AID 589 | compound autofluorescence, 340/450 nm, 4-MU equivalents; hits give high values | max dye-equivalent concentration, M | 59,000 tested, 11% active; in the data active means max dye-equivalent concentration above about 10 nM; inconclusive means mostly about 1.1 nM to 9.6 nM
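Compounds in 100 mM Tris, pH 8.0, sat 15 min at room temperature before fluorescence was read at 340 nm excitation/450 nm emission; a per-plate six-point 4-MU standard curve converted signals to dye-equivalent concentration at each compound concentration.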
ERK AVP inh – blocks ERK signaling stimulated by vasopressin | HEK293-V1b, vasopressin-stimulated pERK AlphaScreen | Potency, µM (top dose mostly 57.5 µM), for the others: at the top dose activity, negative = inhibition, actives largely listed as inhibitors | 72,000 tested, 0.99% active | AID 995; further: potency means the concentration at half of the fitted maximal effect; on the % scale 0 is the no-effect control and ±100 the full control effect; nearly all actives have a fitted effect of over 55% in size
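HEK293 cells stably expressing V1b receptor, preincubated 30 min at 37 °C with compound, then stimulated 5 min with 25 nM vasopressin. Phospho-ERK by AlphaScreen SureFire after 5 h RT; normalized to DMSO and vasopressin; AC50 by Hill fit.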
* hit, by the source's call; i = inactive; ? = inconclusive; · = not tested or not shown; [ ] = remark or other dose. Unless noted, the call rests on the fitted dose curve; in most records, active means well fitted curve in the direction sought with a large enough effect; inconclusive means small, poorly fitted or top-dose-only effect, or another doubt; inactive means no such curve, though single readings can be large; an effect the other way counts as inactive or inconclusive.

Below each compound – CRE Fsk mod	HBB splice mod	4-MU autofl	Fluorescein fluor	Texas Red fluor	UbGFP stabilizer	A350 fluor	ERK AVP inh	Hsp90 Hop PPI	Epigenetic mod	FLuc inh
- Cc1cccc(C)c1NC(=O)C1(N(Cc2ccco2)C(=O)CC2NC(=O)NC2=O)CCCCC1 (stereo unspecified)
 : ?	0.4%	i	i	i	9.5%	i	22.1%	-7.2%	1.1%	1.9%
- CC1CCCc2sc3nc(NCc4ccco4)n4ncnc4c3c21 (stereo unspecified)
 : ?	2.4%[0.369 µM]	1.48e-08M*	?	i	·	1.93e-08M*	?	-0.1%	2.1%	-3.9%
- O=C(N1CCCCCC1)N1CCN(S(=O)(=O)N2CCOCC2)CC1
 : ?	0.2%	i	i	i	0.0%	i	-3.0%	-1.0%	0.0%	1.8%
- CCN(CC(=O)Nc1ccc(OC)c(OC)c1)S(=O)(=O)c1ccc(C)cc1
 : 18.7%	-0.4%	i	?	i	12.9%	i	?	-8.5%	2.7%	-0.8%
- CCOC(=O)Cc1csc(-n2sc3ccccc3c2=O)n1
 : -23.6%	-4.7%	i	?	i	-0.9%	i	12.7%	-11.0%	1.2%	-13.9%
- Cc1cccc(-n2c(SCC(=O)NCc3ccco3)nc3ccccc3c2=O)c1
 : ?	2.2%	i	i	i	0.3%	i	?	-1.7%	4.2%	0.1%
- O=C(NC1CCCC1)C(c1ccc(N2CCOCC2)cc1)N(Cc1ccccc1)C(=O)c1ccco1 (stereo unspecified)
 : -3.0%	-0.1%[57.5 µM]	i	i	i	-5.0%	i	-1.2%	-1.0%	5.8%	1.5%
- O=c1c2c3c(sc2n2cnnc2n1C1CCCCC1)CCC3
 : ·	·	i	i	i	·	i	·	·	-2.6%[20.6 µM]	2.1%[25.5 µM]
- CCOC(=O)C1CCCN(S(=O)(=O)c2cc(OCC(N)=O)c(C)cc2Cl)C1 (stereo unspecified)
 : -1.4%	-2.1%	i	?	?	-3.4%	i	-13.3%	-2.9%	-2.0%	-0.8%
- Cn1c(O)c(C=NCCCCCC(=O)O)c(=O)n(C)c1=O
 : 0.0%	0.1%[9.22 µM]	·	·	·	3.4%	·	-23.9%	-5.7%	0.0%	-0.1%
- O=C1CCCCCN1CSc1nc2ccccc2s1
 : -5.7%	-0.2%[57.5 µM]	i	?	i	-3.2%	i	-1.7%	1.2%	0.0%	-0.9%
- Cn1nnnc1SCc1nnc(-c2ccc(Cl)cc2)o1
 : -4.6%	5.1%	i	?	i	-6.0%	i	-2.7%	0.3%	0.2%	5.2%
- CC1CN(Cc2nc3c(c(=O)n(C)c(=O)n3C)n2CC(O)CO)CC(C)O1 (stereo unspecified)
 : 12.9%	2.3%	i	?	i	9.0%	i	-25.0%	-3.5%	-1.0%	2.7%
- O=C(O)C12CC3(C(=O)O)CC(C(=O)O)(CC(C(=O)O)(C1)C3=O)C2=O
 : 3.4%[7.6 µM]	2.9%[9.22 µM]	i	i	?	-7.3%[9.17 µM]	i	4.7%[11.5 µM]	0.1%[11 µM]	13.8%[9.22 µM]	-0.2%[11.4 µM]
- COc1ccc(-n2c(C)cc(=O)c3c2CC(C)(C)CC3=O)cc1
 : 5.7%	0.3%	i	i	i	7.4%	i	11.8%	-3.9%	5.5%	0.3%
- Cc1ccc(-n2nnnc2SCC(=O)Nc2cccc(NC(=O)c3ccco3)c2)cc1C
 : 12.6%	·	i	i	i	4.9%	i	-21.0%	-7.8%	1.7%	-7.0%
- COC(=O)Cn1c(CN(Cc2ccccc2)Cc2ccccc2)nc2c1c(=O)[nH]c(=O)n2C
 : -6.9%	-0.8%	i	i	i	-7.9%	i	16.4%	-2.4%	1.0%	-1.4%
- c1cncc(CNc2nc(-c3ccoc3)nc3ccccc23)c1
 : ?	8.4%	i	?	i	5.6%	i	?	-9.6%	-2.9%[9.22 µM]	1.2%[2.29 µM]
- Cn1c(C(=O)N2CCN(C(=O)c3ccco3)CC2)cc2c(=O)n(C)c3ccccc3c21
 : 3.98µM*	0.2%	·	·	·	-2.9%	·	-3.6%	-0.5%[2.3 µM]	·	-3.0%
- CCOc1ccccc1NC(=O)c1cc(S(=O)(=O)N2CCC3(CC2)OCCO3)ccc1F
 : -11.0%	0.5%	i	?	?	-2.4%	i	-5.2%	-1.0%	-2.6%	1.2%
- CCOC(=O)C1CCCN(S(=O)(=O)c2ccc(C)cc2)C1 (stereo unspecified)
 : -2.5%	-3.5%	i	i	i	1.3%	i	-7.4%	-0.3%	-1.7%	-0.6%
- O=C1c2ccccc2C(=O)N1CCc1nc2ccccc2c(=O)n1Cc1ccco1
 : ?	-0.8%	·	·	·	29.8%	·	?	-0.3%	-1.6%	0.5%
- Cn1c(=O)oc2cc(S(=O)(=O)Nc3ccc(Cl)cc3F)ccc21
 : -10.6%	-0.2%	·	·	·	-7.9%	·	·	2.8%	·	3.0%
- COc1cccc(OCC(=O)Nc2c(C(=O)Nc3ccc(OC)cc3OC)oc3ccccc23)c1
 : ?	1.8%[0.369 µM]	5.84e-08M*	?	i	-1.7%	7.74e-08M*	2.2%	-4.2%	0.0%	-20.7%
- CC(C)(O)c1cn(-c2nonc2N)nn1
 : -0.4%	-1.4%	i	?	i	-5.7%	i	4.0%	-3.2%	1.5%	0.1%
- Cc1ccc(Cn2nnc3c(=O)n(CC(=O)N4CCCc5ccccc54)cnc32)cc1
 : ?	3.8%	i	i	i	-8.3%	i	15.9%	-1.8%	2.3%	1.6%
- COc1cc(NC(=O)c2ccc(NS(=O)(=O)c3c(C)noc3C)cc2)cc(OC)c1
 : 15.2%	-0.2%	i	i	i	14.0%	i	8.9%	-3.3%	0.2%	1.3%
- COc1ccccc1CNc1nc(-c2ccc(N(C)C)cc2)nc2ccccc12
 : ?	-2.1%	i	i	i	-7.7%	i	4.9%	-14.3%	-4.5%[9.22 µM]	-0.2%[2.29 µM]
- CCCCOC(=O)c1ccc(O)cc1
 : 2.5%	-0.6%	i	i	?	2.1%[20.5 µM]	i	-7.3%	-2.4%	1.7%[20.6 µM]	-0.2%[25.5 µM]
- CS(=O)(=O)N(CC(=O)N1CCN(c2ccccc2F)CC1)c1ccc2c(c1)OCCO2
 : -11.0%	-1.4%	i	?	i	-3.4%	i	-16.8%	-2.9%	-1.7%	0.1%
- COc1ccc(C(c2sc3nc(C)nn3c2O)N2CCC(O)CC2)cc1OC (stereo unspecified)
 : 3.16µM*	1.0%	·	·	·	-6.0%	·	·	-1.6%	·	-0.5%
- CC(C)C1Nc2ccc(S(N)(=O)=O)cc2C2C=CCC21 (stereo unspecified)
 : ?	-0.5%	i	i	?	-3.8%	i	-16.1%	-29.5%	0.0%	-5.7%
- O=C1c2ccccc2[C@@H]([C@@H]2c3ccccc3C(=O)c3cc(Br)ccc32)c2ccc(Br)cc21
 : 8.6%[7.6 µM]	-0.8%[9.22 µM]	i	i	i	-5.3%[9.17 µM]	i	?	-7.4%[11 µM]	-2.2%[9.22 µM]	0.9%[11.4 µM]
- CN(C)S(=O)(=O)c1ccc2c(c1)C(CC(=O)O)OC2=O (stereo unspecified)
 : -3.9%	·	i	i	i	4.2%	i	1.4%	-3.1%	-4.4%	5.8%
- COc1ccccc1CN1CCCC2(CCN(C(=O)c3cnccn3)CC2)C1
 : -3.7%	-1.0%	i	i	i	-1.6%	i	3.3%	-5.7%	-4.3%[9.22 µM]	1.2%[11.4 µM]
- CCOc1ccc(OCC)c(S(=O)(=O)N2CCCCC2)c1
 : 3.3%	·	i	i	i	-8.8%	i	14.1%	0.0%	0.0%	1.6%
- CCCCCCCC(=O)O[C@H](CC(=O)O)C[N+](C)(C)C
 : ?	·	·	·	·	1.2%	·	11.5%	-4.3%	-2.4%	1.8%
- CCOC(=O)C1CCN(C(c2cc3ccc(C)c(C)c3[nH]c2=O)c2nnnn2C2CCCCC2)CC1 (stereo unspecified)
 : -1.6%	0.3%[57.5 µM]	i	i	?	-3.2%	i	-26.6%	-1.8%	2.3%	-2.8%
- CC(=O)N/C(=N/c1nc(C)cc(C)n1)Nc1ccc(NC(C)=O)cc1
 : ·	·	?	i	i	·	?	·	·	-7.4%[20.6 µM]	-0.2%[25.5 µM]
- COCCSc1nnc(NC(=O)CSc2ccccc2)s1
 : 1.8%	-1.1%	i	i	i	3.7%	i	-8.1%	-2.9%	2.9%	0.8%
- COc1ccc(NC(=O)NC2(C(=O)N3CCCCCC3)CCCCC2)cc1
 : -2.4%	0.3%	i	i	i	-4.3%	i	11.4%	-0.1%	-0.2%	1.6%
- CC(C)C(=O)N1CCN(c2ccccc2N)CC1
 : -2.1%	-0.3%	·	·	·	1.5%	·	·	-3.8%	·	0.7%
- N#Cc1ccc(NC(=O)C2CC(c3ccc(F)cc3)=NO2)cc1 (stereo unspecified)
 : ?	0.8%	i	i	i	-5.4%	i	7.1%	-2.9%	8.3%	2.5%
- COc1ccccc1N1CCSC1C(N)=O (stereo unspecified)
 : -6.9%	-0.2%	i	i	i	-0.2%	i	-9.8%	-2.7%	-2.0%	-0.2%
- O=C(NC1CCN(C(=O)N2CCOCC2)CC1)c1ccccc1
 : 3.9%	·	i	i	i	0.1%	i	0.8%	-2.9%	-3.4%	2.1%

An excerpt; count on the stated rates, not on these rows.
